BLM inh: inhibitors of human Bloom syndrome helicase BLM; P54132; actives 0.2% (n = 350,000); recombinant BLM DNA unwinding, fluorescence dequenching; Potency, µM (titrated, usually from 56.1 µM), for inactives: at the highest dose activity change, negative = inhibition, actives largely listed as inhibitors; AID 2528;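 further: plate controls were vehicle for no effect and no enzyme for full effect; nearly all actives have a fitted effect of over 35% in size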
POLK inh: inhibitors of human DNA polymerase kappa. Q9UBT6. purified Pol kappa, fluorescent DNA synthesis assay, 10 min. Potency, µM (series often up to 107 µM), without a hit: top-dose activity, negative = inhibition, usual class: inhibitors. actives 0.53% (n = 400,000). AID 588579; further: on the % scale 0 is the no-effect control and ±100 the full control effect
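Fluorescent qHTS in 1536-well format: enzyme (10 nM) and compound sat 15 min at room temperature before 50 nM substrate (final) was added. Signal taken at 0 and 10 min; no-enzyme buffer wells were negative controls.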
APEX1 inh: blocks human APE1 abasic DNA cleavage | recombinant APE1, TAMRA/BHQ-2 abasic DNA cleavage fluorescence | Potency, µM (titrated, usually from 65.8 µM), without a hit: top-dose activity change, negative = inhibition, most hits filed as inhibitors | actives 0.35% (n = 350,000);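 further: plate controls were vehicle for no effect and reference inhibitor for full effect; nearly all actives have a fitted effect of over 55% in size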
Target sequence (P27695 whole entry, looked up): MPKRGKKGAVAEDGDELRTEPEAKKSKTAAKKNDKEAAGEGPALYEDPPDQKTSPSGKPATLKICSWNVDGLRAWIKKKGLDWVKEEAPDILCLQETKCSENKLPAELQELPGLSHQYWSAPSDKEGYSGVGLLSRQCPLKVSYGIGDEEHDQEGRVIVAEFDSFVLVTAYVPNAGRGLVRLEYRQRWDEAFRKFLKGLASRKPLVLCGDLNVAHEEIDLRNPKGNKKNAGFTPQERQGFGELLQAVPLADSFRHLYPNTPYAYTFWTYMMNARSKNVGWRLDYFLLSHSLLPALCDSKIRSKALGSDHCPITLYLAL
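Activity was derived from the fluorescence gain between first and third kinetic reads (60 s intervals, ex 525/em 598 nm) after 50 nM THF-abasic TAMRA/BHQ-2 duplex was added to 0.75 nM APE1 preincubated 15 min with compound.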
G9a inh: G9a (human) methyltransferase inhibition | actives 8.8% (n = 350,000) | Potency, µM (titrated, usually from 102 µM), without a hit: top-dose activity, negative = inhibition, actives largely listed as inhibitors | G9a H3K9 monomethylation, AlphaScreen, 2 h | Q96KQ7; further: on the % scale 0 is the no-effect control and ±100 the full control effect; nearly all actives have a fitted effect of over 75% in size
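G9a (20 nM) was preincubated 15 min with compound, then reacted 2 h at room temperature with 500 nM biotin-H3K9 peptide and 20 µM SAM. Monomethyl-H3K9 detected by AlphaScreen using anti-H3K9me1 antibody.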
Pol eta inh: blocks human DNA polymerase eta activity. actives 1.2% (n = 390,000). Potency, µM (series often up to 114 µM), for inactives: at the highest dose activity change, negative = inhibition, hits mostly inhibitors. recombinant Pol eta, fluorescent DNA replication assay. AID 588591. Q9Y253; further: on the % scale 0 is the no-effect control and ±100 the full control effect
Target sequence (Q9Y253 whole entry, looked up): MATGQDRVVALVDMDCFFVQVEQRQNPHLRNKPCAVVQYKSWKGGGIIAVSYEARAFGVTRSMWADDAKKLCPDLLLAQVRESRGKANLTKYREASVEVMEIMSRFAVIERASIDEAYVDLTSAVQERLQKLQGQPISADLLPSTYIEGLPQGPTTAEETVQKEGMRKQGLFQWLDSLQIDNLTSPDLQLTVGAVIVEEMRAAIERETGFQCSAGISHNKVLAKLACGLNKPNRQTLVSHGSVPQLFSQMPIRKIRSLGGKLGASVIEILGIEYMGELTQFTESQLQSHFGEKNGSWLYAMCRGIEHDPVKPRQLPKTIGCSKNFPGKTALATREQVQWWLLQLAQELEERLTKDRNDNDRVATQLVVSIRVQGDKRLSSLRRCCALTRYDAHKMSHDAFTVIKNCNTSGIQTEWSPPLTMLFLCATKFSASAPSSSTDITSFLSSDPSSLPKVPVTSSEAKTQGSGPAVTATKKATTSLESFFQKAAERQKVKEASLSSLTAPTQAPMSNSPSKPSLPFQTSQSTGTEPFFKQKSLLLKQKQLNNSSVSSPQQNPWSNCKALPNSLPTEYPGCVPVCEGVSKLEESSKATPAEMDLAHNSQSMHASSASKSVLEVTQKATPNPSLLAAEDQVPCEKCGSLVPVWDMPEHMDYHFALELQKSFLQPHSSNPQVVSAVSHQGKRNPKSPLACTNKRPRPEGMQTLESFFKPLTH
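Pol eta at 10 nM preincubated with compounds 15 min at room temperature; reaction started with fluorescent substrate (50 nM final) and read kinetically at 0 and 10 min.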
POLI inh: blocks human DNA polymerase iota activity. Q9UNA4. Pol iota fluorescent replication assay, 10 min. Potency, µM (doses to about 115 µM), inactives show at the top dose activity, negative = inhibition, actives largely listed as inhibitors. actives 1% (n = 390,000)
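Pol iota at 10 nM preincubated 15 min with compounds at room temperature; reaction started with fluorescent substrate, 50 nM final. Fluorescence read kinetically at 0 and 10 min; buffer-only wells as negative control.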
BAZ2B block: BAZ2B (human) inhibition | AlphaScreen BAZ2B-H3K14Ac peptide displacement | Potency, µM (top dose mostly 114 µM), inactives show at the highest dose activity change, negative = inhibition, hits mostly inhibitors | actives 4.4% (n = 360,000); further: on the % scale 0 is the no-effect control and ±100 the full control effect; nearly all actives have a fitted effect of over 60% in size
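In this displacement format the biotinylated H3(5-23) peptide acetylated at Lys14 serves as ligand at 50 nM, with BAZ2B at 50 nM in PBS pH 7.4 containing 0.01% Tween-20. Donor and acceptor beads are 10 ug/mL final.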
Apoferritin bind: binds horse apoferritin like a general anesthetic | Potency, µM (doses to about 77.5 µM), without a hit: top-dose activity change, negative = displacement, hits mostly inhibitors | actives 0.074% (n = 350,000) | P02791 | apoferritin/1-aminoanthracene competitive binding, fluorescence; further: on the % scale 0 is the no-effect control and ±100 the full control effect; nearly all actives have a fitted effect of over 20% in size
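10 uM apoferritin + 50% sat. 1-AMA, PBS; cpd 10 min RT; Ex380/Em535 endpoint; normalized to free probe vs complex; 4-param Hill fit; propofol titration as pos. ctrl.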
POLB inh: DNA polymerase beta (human) inhibition; P06746; Pol beta primer extension/strand displacement, fluorescence kinetic; Potency, µM (top dose mostly 114 µM), without a hit: at the top dose activity change, negative = inhibition, usual class: inhibitors; actives 1.3% (n = 340,000); AID 485314; further: on the % scale 0 is the no-effect control and ±100 the full control effect
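Homogeneous kinetic assay of primer extension and strand displacement by 10 nM Pol beta, preincubated 15 min at room temperature with compound before 50 nM substrate (final) was added. Read at 0 and 10 min; four-parameter Hill fit.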
Numbers without * were called inactive; ? = inconclusive; . = not tested or not shown; & = joins results of further samples; ! = repeats disagree; [ ] = dose if it differs, or a comment. The call rests on the fitted dose curve; in most records, active means well fitted curve in the direction sought with a large enough effect; inconclusive means small, poorly fitted or top-dose-only effect, or another doubt; inactive means no such curve, though single readings can be large; an effect the other way counts as inactive or inconclusive. Potency means the concentration at half of the fitted maximal effect. A portion of the library, so the mix of outcomes need not match the whole.

nr	SMILES	BLM inh	POLK inh	APEX1 inh	G9a inh	Pol eta inh
1	CN1CCN(C(=O)/C(=C/c2ccc(N(C)C)cc2)NC(=O)c2ccccc2)CC1	-5%	6%	52%[activator]	?	-8%
2	Cc1ccc(S(=O)(=O)N(C)C)cc1NC(=O)Nc1c(-c2ccccc2)noc1C	-6%	6%	1%	-18%	0%
3	Cc1ccc(S(=O)(=O)c2cnc(SCC(=O)Nc3cc(C)cc(C)c3)nc2N)cc1	-3%	-17%	.	-5%[59 µM]	-18%
4	COC(=O)Nc1ccc(S(=O)(=O)N(CCO)CCO)cc1	-3%	11%	3%	-12%[12.7 µM]	4%
5	CCn1c(SCc2cccc(C)c2)nnc1-c1ccc(C)cc1	-2%	0%	1%	.	-24%
6	CCCCCCCCCCCCCCCCCCCCCCO	0%&4%	-8%[12 µM]	-4%&-4%	1%[59 µM]	.
7	O=C(Nc1nc(-c2ccccc2)cs1)C1c2ccccc2Oc2ccccc21	1%	-18%	1%	-12%[59 µM]	?
8	O=C(/C=C/c1ccc(S(=O)(=O)N2CCOCC2)cc1)NCc1ccc(Cl)cc1	-11%	-1%	4%	-50%[59 µM]	-8%
9	COc1ccc(CC(=O)Nc2ccc3nc(Nc4cccc(Cl)c4)cc(C)c3c2)cc1	-6%	?	.	-6%[59 µM]	-7%
10	Oc1ccc(-c2nc3ccc4ccccc4c3c3c2CCC3)cc1O	-6%	-5%	0%	?	-21%
11	CCOc1ccc(C(CC(=O)O)NC(=O)C(c2ccccc2)c2ccccc2)cc1OC (configuration not stated)	.	4%	11%	-12%[12.7 µM]	-4%
12	CC(=O)Nc1ccc(/C(C)=N/Nc2nc(Nc3cccc4ccccc34)nc(N3CCOCC3)n2)cc1	-2%	-3%	12%	15%	-26%
13	COc1ncc2nc(-c3cn(C)c4ccccc34)c(=O)n(-c3ccccc3)c2n1	3%	4%[60.1 µM]	12%	4%[0.501 µM]	.
14	Cc1ccc(C(=O)Nc2nnc(-c3ccco3)o2)cc1	4%	-6%	3%	8%[59 µM]	-19%
15	O=C(CCCC(=O)N(CC(=O)NC1CCCCC1)Cc1ccccc1)Nc1ccccn1	-2%	2%	6%	4%[59 µM]	-8%

nr	POLI inh	BAZ2B block	Apoferritin bind	POLB inh
1	22%	-28%	-3%	?
2	1%	-6%	7%	1%
3	-8%	-3%	-8%	1%
4	?	10%	-3%	-2%
5	17%	6%	?	10%
6	.	.	-3%&-13%	.
7	-4%	3%	2%	-5%
8	97%[activator]	-1%	-14%	1%
9	-10%	1%	734%[activator]	10%
10	?	50µM*	-17%	?
11	-2%	-1%	.	.
12	6%	?	-9%	-16%
13	.	.	.	.
14	4%	50µM*	0%	1%
15	?	-9%	-16%	2%

The list goes on:
nr	SMILES	BLM inh	POLK inh	APEX1 inh	G9a inh	Pol eta inh
16	COC(=O)c1cccc(NCN2C(=O)c3ccccc3C2=O)c1	0%	-6%	1%	-2%[59 µM]	-23%
17	COC(=O)c1ccccc1NC(=O)Nc1nnc(N2CCC(C)CC2)s1	-1%&0%	-4%&1%	0%	-46%[59 µM]	3%&-21%
18	O=C(Nc1ccccc1F)C1CCCN(S(=O)(=O)c2ccc(-n3cnnn3)cc2)C1 (configuration not stated)	0%	5%	81%[activator][12.4 µM]	-1%[59 µM]	-7%
19	Fc1ccc(C(c2ccc(F)cc2)N2CCN(C/C=C/c3ccccc3)CC2)cc1	-8%&-3%&1%	-11%[60.1 µM]	-1%&1%&13%&5%&-9%	21µM*!	-14%
20	CCCCOc1ccc(-c2cc(C(F)(F)F)c(C#N)c(SCC(=O)O)n2)cc1	-6%	-6%	-7%	18%	-13%
21	COC(=O)c1cc(C(=O)OCC(=O)N(C)c2ccccc2)cc([N+](=O)[O-])c1	-3%	5%	24%	-1%	-11%
22	COCC(=O)NC1CC2CCCC(C1)N2Cc1ccccc1 (configuration not stated)	1%	0%	-3%	22%	12%
23	CCN(CC)c1ccc(NC(=O)C2CCCN(S(=O)(=O)c3cnc[nH]3)C2)c(C)c1 (configuration not stated)	1%	-3%	-3%	35µM*	-11%
24	O=C(Cc1c(Cl)cccc1Cl)OCc1ccccn1	1%	-6%	11%	10%	-6%
25	CCN1CCN(C2=C(NS(=O)(=O)c3ccccc3)C(=O)c3ccccc3C2=O)CC1	-8%	-24%	0%	0%[0.0925 µM]	-17%
26	CCOC(=O)CC1CCCCN1Cc1nc(-c2ccc(F)c(OC)c2)oc1C (configuration not stated)	-3%	-13%	7%	3%	-18%
27	COc1cccc(C(=O)NC(C)C(c2cccs2)N2CCN(C)CC2)c1 (configuration not stated)	-1%	-9%	-2%	-19%[59 µM]	-7%
28	C=CCc1cc(OC)ccc1OCCN(C)Cc1ccccc1	-4%	1%	4%	13µM*	-16%
29	CCc1cc2c(NCCO)ncnc2s1	-2%	-4%	5%	.	3%
30	CC(=O)SCC(=O)N=c1sc2cc(F)ccc2n1C	4%	-3%	6%	5%[59 µM]	-9%

nr	POLI inh	BAZ2B block	Apoferritin bind	POLB inh
16	?	.	-14%	3%
17	-21%&10%	-37%&-3%	-4%&-20%	-8%&10%
18	53%[activator]	4%	3%	5%
19	?	?	0%&-9%	-6%
20	?	46%[activator]	-3%	12%
21	52%[activator]	-10%	-11%	37%
22	7%	0%	-9%	-10%
23	-17%	-5%	-4%	30%
24	-10%	2%	-17%	-1%
25	45%[activator]	?	-9%	50%
26	72%[activator]	16%	-18%	2%
27	1%[58.9 µM]	-1%	-4%	-3%
28	33%[activator]	50µM*	-6%	2%
29	12%	3%	-3%	13%
30	-2%	4%	-7%	0%

Next part.
nr	SMILES	BLM inh	POLK inh	APEX1 inh	G9a inh	Pol eta inh
31	O=C(O)Cn1cnc2c(oc3ccccc32)c1=O	-1%	-6%	4%	?	5%
32	COc1ccc(Br)cc1C1CC(=O)Nc2c1c(C)nn2-c1nc(C)cc(C)n1 (configuration not stated)	-2%	-19%	.	-45%[59 µM]	-12%
33	CC1(NC(=O)CN2CCN(c3cnn(-c4ccccc4)c(=O)c3Cl)CC2)CCS(=O)(=O)C1 (configuration not stated)	.	11%	30%	2%[0.501 µM]	-3%
34	Cc1ccc(O)c(C=Nc2cc(C)ccc2O)c1	0%	-13%	5%	-17%[59 µM]	5%
35	CCCCSc1nnc(-c2ccc(C)cc2)n1C	-4%	-4%	11%	2%[0.0925 µM]	-11%
36	CC(C)(C)OC(=O)N1Cc2cc3ccccc3nc2C1CO (configuration not stated)	-4%	15%	46%[activator]	-3%	-1%
37	O=C(NCCc1ccccc1Cl)C1CCC(=O)N(Cc2ccc(Cl)cc2)C1 (configuration not stated)	-2%	-8%	9%	.	-11%
38	CCOC(=O)c1scc(-c2ccccc2)c1S(=O)(=O)Nc1ccc(N(C)C)cc1	-5%	-1%	.	4.5µM*	-9%
39	COc1cc(C)ccc1OCCSc1nc2ccc(NC(=O)c3ccc(C)cc3)cc2s1	0%	5%	.	4%[59 µM]	-10%
40	O=C(CCc1ccccc1)c1c(O)cc(O)cc1O	-17%	-11%	-4%	12%[12.7 µM]	-21%
41	CC(C(=O)Nc1ccccc1)N1C(=O)c2ccccc2C1=O (configuration not stated)	-1%	-16%	5%	.	-9%
42	COc1ccc(C(=O)Cn2cnc3ccc(Cl)cc3c2=O)cc1F	1%	-1%	28%	21%	-18%
43	O=C(O)Cn1ccc2ccccc21	-3%	-4%	-3%	23%[12.7 µM]	-1%
44	CC(=O)N1CCc2cc(S(=O)(=O)NC(CC(C)C)C(=O)NCCc3ccccc3)ccc21 (configuration not stated)	2%	3%	.	6%[59 µM]	-11%
45	O=C(Cn1c(NCCCO)nc2ccccc21)c1ccc(Br)cc1	0%	-16%	0%	?	5%

nr	POLI inh	BAZ2B block	Apoferritin bind	POLB inh
31	6%	-10%	-8%	3%
32	16%	-10%	3%	-18%
33	-8%	4%	.	.
34	5%	-8%	1%	6%
35	16%	5%	-18%	33%
36	33%	-8%	2%	21%
37	-6%	-5%	-6%	2%
38	-4%	20µM*	-9%	2%
39	7%	-4%	-9%	33%
40	?	-3%	?	-11%
41	21%	-2%	-8%	28%
42	8%	-2%	-4%	20%
43	16%	-15%	1%	29%
44	22%	.	7%	22%
45	?	-35%	-18%	0%

More results.
nr	SMILES	BLM inh	POLK inh	APEX1 inh	G9a inh	Pol eta inh
46	Cc1ccc(C(=O)N2CCN(c3ccc([N+](=O)[O-])c(NCc4ccco4)c3)CC2)cc1	-6%	-14%	2%	-6%	-12%
47	Cc1ccc(-c2nnc(N3CCCCC3)c3ccccc23)cc1S(=O)(=O)N1CCN(C)CC1	-6%	6%	13%	17%[59 µM]	-6%
48	COc1ccc(C2CC(=O)c3cnc(N4CCN(Cc5ccccc5)CC4)nc3C2)cc1 (configuration not stated)	-1%	-6%	3%	?	-9%
49	N#CC1=C(c2ccccc2)/C(=C/c2ccccc2)OC1=O	-10%	-3%	-1%	13µM*	?
50	O=C(O)C1CCCN1S(=O)(=O)c1ccc(Cl)c(Cl)c1 (configuration not stated)	0%	-12%[60.1 µM]	-6%	22%[59 µM]	2%
51	CC(C)CC(=O)NN1CCCCC1	0%	-1%	-3%	-1%[12.7 µM]	-13%

nr	POLI inh	BAZ2B block	Apoferritin bind	POLB inh
46	-3%	?	?	1%
47	-9%	-6%	-20%	1%
48	10%	-1%	-16%	4%
49	?	22µM*	-17%	-12%
50	?	-8%	0%	1%
51	18%	2%	-7%	1%

Three structures out of the list, sorted by SMILES length, highest first.
nr	SMILES	BLM inh	POLK inh	APEX1 inh	G9a inh	Pol eta inh
46	Cc1ccc(C(=O)N2CCN(c3ccc([N+](=O)[O-])c(NCc4ccco4)c3)CC2)cc1	-6%	-14%	2%	-6%	-12%
50	O=C(O)C1CCCN1S(=O)(=O)c1ccc(Cl)c(Cl)c1 (configuration not stated)	0%	-12%[60.1 µM]	-6%	22%[59 µM]	2%
51	CC(C)CC(=O)NN1CCCCC1	0%	-1%	-3%	-1%[12.7 µM]	-13%

nr	POLI inh	BAZ2B block	Apoferritin bind	POLB inh
46	-3%	?	?	1%
50	?	-8%	0%	1%
51	18%	2%	-7%	1%

Screens deposited in PubChem by National Center for Advancing Translational Sciences (NCATS).
